Sm TGR block: inhibitors of Schistosoma mansoni thioredoxin glutathione reductase | Q962Y6 | purified TGR, DTNB reduction, TNB absorbance 405 nm | Potency, µM (top dose mostly 114 µM), inactives show at the highest dose activity change, negative = inhibition, most hits filed as inhibitors | hit rate 3% among 360,000; also: potency is read from the fitted curve at half-maximal effect; % is scaled to controls: 0 for no effect and ±100 for the full control effect; nearly all actives have a fitted effect of over 60% in size
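TGR 20 nM + NADPH 100 uM (dispensed conc.), cpd preinc 15 min RT; start with NADPH (500 uM addition) then DTNB (15 mM addition). Kinetic TNB absorbance, 405 nm filter. Four-parameter Hill fit across titration.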
Shiga toxin inh: blocks Shiga toxin action in Vero cells. hit rate 9.2% among 290,000. inhibition, % at 38.7 µM. AID 2315. Vero cells, Shiga toxin protein synthesis inhibition reporter; in the data active = inhibition mostly above about 28%, no sharp cut-off; inactive = mostly below about 43%; also: 0% is about no effect
Pf growth 96h: P. falciparum growth inhibition at 96 hour, primary screen for plastid delayed-death inhibitors | P. falciparum luciferase reporter growth, 96 h | Potency, µM (series often up to 28.7 µM), for the others: at the top dose activity change, negative = inhibition, actives largely listed as inhibitors | hit rate 6.9% among 320,000 | AID 504834; also: potency is read from the fitted curve at half-maximal effect; % is scaled to controls: 0 for no effect and ±100 for the full control effect
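Luminescence readout: decreased luciferase signal marks inhibited growth of reporter-expressing P. falciparum in infected red cells (2% hematocrit, 0.05% parasitemia final), exposed to compound two generations (96 h, 37 C, 5% CO2).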
Giardia FBPA inh: blocks Giardia fructose-bisphosphate aldolase activity; hit rate 0.71% among 290,000; purified Giardia FBPA; Potency, µM (titrated, usually from 59.6 µM), for the others: top-dose activity, negative = inhibition, actives largely listed as inhibitors; also: potency is read from the fitted curve at half-maximal effect; % is scaled to controls: 0 for no effect and ±100 for the full control effect; nearly all actives have a fitted effect of over 55% in size
Target sequence (A8B2U2 whole entry, looked up): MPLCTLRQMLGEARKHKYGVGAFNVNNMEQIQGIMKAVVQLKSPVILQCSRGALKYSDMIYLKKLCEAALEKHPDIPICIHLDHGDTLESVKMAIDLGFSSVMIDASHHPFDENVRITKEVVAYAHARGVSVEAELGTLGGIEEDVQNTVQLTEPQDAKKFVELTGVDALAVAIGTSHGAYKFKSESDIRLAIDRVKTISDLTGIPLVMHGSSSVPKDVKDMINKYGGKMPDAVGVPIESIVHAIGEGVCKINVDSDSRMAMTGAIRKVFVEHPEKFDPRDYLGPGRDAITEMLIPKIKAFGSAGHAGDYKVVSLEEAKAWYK
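Giardia FBPA (40 nM reagent) was preincubated 10 min at RT with compound (up to 57.5 uM final), then substrate plus GAPDH/TPI/NAD/arsenate coupling system with diaphorase/resazurin was added; resorufin fluorescence (525/598 nm) was read after 20 min.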
Cycloheximide cs: affects cycloheximide protein synthesis inhibition readout, counter-screen; cell reporter, cycloheximide protein synthesis inhibition counterscreen; max response, %; hit rate 12% among 300,000; AID 2314; in the data active = max response mostly above about 13%, no sharp cut-off; inactive = mostly below about 14%; also: read at 38.3 µM for the half of the compounds with a filed dose; 0% is about no effect
Pf growth 48h: P. falciparum growth inhibition at 48 hours (one generation) | P. falciparum luciferase growth in erythrocytes, 48 h | Potency, µM (highest dose often 28.7 µM), without a hit: top-dose activity change, negative = inhibition, usual class: inhibitors | hit rate 5.9% among 310,000; also: potency is read from the fitted curve at half-maximal effect; % is scaled to controls: 0 for no effect and ±100 for the full control effect
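Parasite viability was followed by luminescence of a genomically integrated firefly luciferase. Cultures held 0.1% parasitemia at 2% hematocrit (final), incubated under 5% CO2 at 37 C.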
Active calls of the source: *; i = inactive; u = inconclusive; x = no result given; & = joins results of further samples; [ ] = another dose, or the depositor's remark. Unless noted, calls follow the shape of the dose curve; as a rule, active = well fitted curve in the direction sought with a large enough effect; inconclusive = small, poorly fitted or top-dose-only effect, or another doubt; inactive = no such curve, though single readings can be large; an effect the other way counts as inactive or inconclusive. No enrichment for hits. Share with any hit: about 24%.

item	molecule	Sm TGR block	Shiga toxin inh	Pf growth 96h	Giardia FBPA inh	Cycloheximide cs	Pf growth 48h
1	COc1ccc(NC(=O)NC(C)c2ccccc2)cc1 (configuration not stated)	3%	-9	-29%	x	-2	11%
2	COc1cc(/C=C(\C#N)C(=O)N2CCOCC2)cc(Br)c1O	u	5	30%[activator]	u	-1	-7%
3	COc1ccc(S(=O)(=O)NN(C)c2nc(C(F)(F)F)nc3ccccc23)cc1	7%	-24	-2%	6%	-2	-10%
4	C/C(=N\Nc1ccc(F)cc1)c1ccc(N2CCOCC2)c(F)c1	0%	-5	u	-16%	-3	u
5	O=C(N/N=C/c1cc2ccccc2nc1Cl)c1ccncc1	13%	-27	21%	-2%	1	-22%
6	Cc1nn(C)c(C(=O)Nc2ccn(Cc3ccccc3F)n2)c1[N+](=O)[O-]	3%	1	u	7%	-4	-18%
7	C=C(C)COc1ccc2c(C)c(CCC(=O)N3C[C@H]4C[C@@H](C3)c3cccc(=O)n3C4)c(=O)oc2c1	-19%	-5	2.6µM*	-2%	-1	u
8	CC(=O)Nc1ccc(S(=O)(=O)NC(C)CCc2ccccc2)cc1 (configuration not stated)	-10%	-10	u	8%	-2	-22%
9	Cn1c(O)c(N=Nc2nc(-c3ccccc3)cs2)c2ccccc21	2%	10	39%[activator]	6%	-1	20%
10	CC(=O)c1c(C)[nH]c(C(=O)N2CCC3(CC2)OCCO3)c1C	12%	-9	20%	8%	-2	18%
11	COc1ccc(S(=O)(=O)Cc2ccc(C(=O)N3CCN(c4ccccn4)CC3)o2)cc1	0%	-11	1%	0%	-7	x
12	COc1ccc(C(=O)CSc2nc3ccccc3n2CC(=O)NC(C)(C)C)cc1	-11%	2	10%	2%	-3	x

(further entries)
item	molecule	Sm TGR block	Shiga toxin inh	Pf growth 96h	Giardia FBPA inh	Cycloheximide cs	Pf growth 48h
13	O=C(NCc1cccnc1)c1ccc2c(c1)N(Cc1ccccc1)CCS2	-8%	21	u	-4%	16	0%
14	O=C(NN=C1CCN(Cc2ccccc2)CC1)c1ccccc1O	-13%	35*	0%	-11%	22*	12%
15	CCCCN(C(=O)c1ccc(S(=O)(=O)N(C)C)cc1)c1ccccc1	12%	19	7%	1%	-2	13%
16	O=C(NC(c1ccccc1)c1ccccc1)c1ccc(Br)o1	-2%	-2	x	1%	-2	u
17	COC(=O)CCSc1nccn1Cc1ccccc1	-2%	15	x	3%	9	4%
18	Cc1c(Cl)cccc1NC(=O)CCCN1C(=O)CCC1=O	1%	-4	27%	10%	-4	x
19	Clc1ccc2c(NNc3ccccc3Cl)ccnc2c1	-16%	-22	u	0%	-3	u
20	CC(C)(CNC(=O)c1ccc(Br)o1)CNC(=O)c1ccc(Br)o1	-22%	-8	-23%	-1%	-1	0%
21	CCOC(=O)COc1cccc2c(=O)n(CC(=O)NCCc3ccc(OC)c(OC)c3)ccc12	-4%	-9	-21%	0%	-3	14%
22	CCOc1cc(/C=N\NC(=O)c2ccc(C)nc2)cc([N+](=O)[O-])c1O	-6%	-2	22%	-17%	2	10%
23	Cc1ccc(CNc2ccc(S(=O)(=O)N3CCOCC3)cc2[N+](=O)[O-])cc1	-1%	-21	10µM*	-2%	-2	1%
24	Cc1ccc2nc(SCC(=O)Nc3c(C)n(C)n(-c4ccccc4)c3=O)[nH]c2c1	-30%	29	x	0%	-1	-1%

The listing continues:
item	molecule	Sm TGR block	Shiga toxin inh	Pf growth 96h	Giardia FBPA inh	Cycloheximide cs	Pf growth 48h
25	COC(=O)Cn1cnc2c(C#N)c3n(c2c1=O)CCCC3	2%	-3	x	4%	0	11%
26	CCOc1cc(CNCCCN2CCOCC2)ccc1OCC(=O)Nc1cccc2ccccc12	-6%	-12	2.6µM*	-1%	2	2.9µM*
27	CC1CC(C)CN(CCCNC(=O)C2CCN(c3ncnc4c3sc3cccc(F)c34)CC2)C1 (configuration not stated)	-13%	30	u	-6%	-1	u
28	O=C(c1cc2ccccc2o1)N1CCN(c2ccccn2)CC1	9%	-15	13µM*	x	-1	4.7µM*
29	Cc1cc(CN(C)C(=O)C2CCC(=O)N(CCc3cccc(F)c3)C2)on1 (configuration not stated)	6%	2	u	13%	1	5%
30	C=CCOc1ccc(/C=C2\SC(=S)N(N3CCOCC3)C2=O)cc1	-3%	-9	11%	9%	-1	13%
31	COc1cc(OC)cc(C(=O)Nc2nnc(Cc3ccc(OC)c(OC)c3)s2)c1	4%	-16	-10%	5%	6	0%
32	COc1ccc(CC(=O)NCCCc2ccccc2)cc1OC	-15%	-3	-8%	15%	-1	x
33	CCCCN(C(=O)Nc1ccc(Cl)cc1)C1CCN(C(C)=O)CC1	10%&-1%	-15	u	4%	6	x
34	O=C(NCc1ccco1)C1CCCN(S(=O)(=O)c2ccc(Br)cc2)C1 (configuration not stated)	u	-16	15µM*	2%	1	-15%
35	Cc1ccc(CNC(=O)Cn2ncn3cccc3c2=O)cc1	5%	23*	44%[activator]	-1%	21*	104%[activator]
36	COc1ccc(CN/C=C2\CCCCC2=O)cc1	-9%	-2	u	-11%	3	-4%

Next part.
item	molecule	Sm TGR block	Shiga toxin inh	Pf growth 96h	Giardia FBPA inh	Cycloheximide cs	Pf growth 48h
37	ClCCCc1cn(C[C@H]2CC[C@@H]([C@@H]3CC[C@H](Cn4cc(CCCCl)nn4)O3)O2)nn1	0%	-5	0%	-5%	-4	0%
38	O=C(O)c1ccccc1-c1cn2cc(Cl)ccc2n1	3%	11	229%[activator]	u	1	138%[activator]
39	CC[C@@H]1C(c2ccccc2)=NN(c2ccccc2)[C@H]1C(=O)N1CCOC1=O	x	i	x	-16%[89.2 µM]	16	x
40	CCN(CC)c1ccc(S(=O)(=O)N2CCCCC2)cc1NC(=O)C1CSC2(C)CCC(=O)N12 (configuration not stated)	10%	x	u	x	x	12µM*
41	Cc1ccc(NC(=O)CSc2ncc3ccccn23)cc1C	-1%	130*	91%[activator]	-27%	39*	25%
42	CCOC(=O)/C(C(=O)Nc1ccccc1Br)=C1/NC(C)(C)Cc2ccccc21	-8%	-15	u	-4%	2	11%
43	O=C(c1ccc2nc(N3CCOCC3)sc2c1)N1CCC(Cc2ccccc2)CC1	4%	12	u	3%	13	x
44	COc1ccc(-c2noc(CCC(=O)N(C)c3cccc(C)c3)n2)cc1	-31%	-5	x	-3%	-3	x
45	COC(=O)c1ccccc1NC(=O)C1CCN(c2ncnc3c2nc2n3CCCCC2)CC1	-3%	-3	6%	-7%	-7	-7%
46	Cc1ccccc1NC(=O)Cc1nnc(SCC(=O)NC2=NCCS2)n1C	8%	-3	u	-1%	-3	-2%
47	CCOc1cc(/C=C2\SC(=N)N(c3nonc3N)C2=O)ccc1OCC(N)=O	7%	-13	38%	-8%	0	-20%
48	CCOC(=O)Cn1ncc2c(=O)oc3ccccc3c21	5%	-7	57%[activator]	8%	2	12%

(continued)
item	molecule	Sm TGR block	Shiga toxin inh	Pf growth 96h	Giardia FBPA inh	Cycloheximide cs	Pf growth 48h
49	COc1ccnc(Oc2ccc(C)cc2C)c1C#N	10%	11	42%[activator]	3%	18*	-4%
50	O=C(Nc1cccc(Cl)c1)OCc1cn(-c2ccccc2)nn1	3%	20	30%[activator]	-4%	15	x
51	COc1ccc(OC)c(CCNC(=O)CCc2cn(C)c3ccccc23)c1	1%	-4	1%	-3%	-2	-3%
52	Cc1nc(-c2cccc(NS(=O)(=O)c3ccccc3)c2)cs1	-5%	16	x	0%	8	25%
53	O=C(O)CCC(=O)Nc1ccc(/C=C/C(=O)C2CC2)cc1	15%	43	4%	4%	29*	-3%
54	NC(=O)c1cc2ccc(O)cc2oc1=NCc1ccccc1	-20%	-5	-4%	1%	16*	13%
55	O=C(CSc1ccc(-c2ccncc2)nn1)c1ccc(Cl)cc1	3%	-10	14%	8%	-1	-19%
56	CCCCNc1ccc(C(CC(N)=O)NC(=O)Cc2ccc(Br)cc2)cc1[N+](=O)[O-] (configuration not stated)	-2%	3	8%	0%	-3	-24%
57	Nn1c(SCc2ccccc2)nc2c(cnn2-c2ccccc2)c1=O	x	76*	0%	-4%	23*	31%[activator]
58	CC(C)[C@H](NC(=O)Nc1cccc(C(F)(F)F)c1)C(=O)O	7%	46	10%[5.75 µM]	5%	-2	1%
59	O=C(O)c1nccnc1C(=O)N1CCN(c2ccccc2)CC1	u	-3	22%	-18%	-4	11%
60	CCOC(=O)C1=NN(c2cccc(C)c2)C2(S1)SC(C(C)=O)=C(C)N2c1ccccc1 (configuration not stated)	8%	-5	u	-4%	-4	x

Next part:
item	molecule	Sm TGR block	Shiga toxin inh	Pf growth 96h	Giardia FBPA inh	Cycloheximide cs	Pf growth 48h
61	CC(=O)Nc1ccccc1C(=O)C(=O)Nc1cccc(C(=O)NCC2CCCO2)c1 (configuration not stated)	-6%	-2	-5%	-2%	2	u
62	COc1cc2c(cc1OC)C(COc1cccc(C(F)(F)F)c1)NCC2 (configuration not stated)	-25%	-7	-19%	-13%	16	u
63	Cc1nn(CC(=O)NC(C)C(C)C)c(C)c1S(=O)(=O)N1CCCCC1 (configuration not stated)	-9%	x	0%	x	x	-19%
64	Cc1cc(SCC(=O)Nc2ccc(O)cc2)n2ncc(-c3ccccc3)c2n1	1%	17	-17%	1%	-1	-25%
65	Cc1ccc(C(=O)NC2CCS(=O)(=O)C2)cc1S(=O)(=O)N1CCOCC1 (configuration not stated)	1%	-3	x	3%	-2	0%
66	CCOc1ccc(NC(=O)Nc2ccc3c(c2)N(C)C(=O)CS3)cc1	-15%	9	u	20%	2	u
67	Cc1ccc(N(Cc2ccccc2)C(=O)c2ccc(F)c(S(=O)(=O)N3CCOCC3)c2)cc1	9%	x	u	x	x	u
68	Cc1csc2ncc(C(=O)N3CCCc4ccccc43)c(=O)n12	5%	-3	3%	0%	-4	-2%
69	CC1CCCCN1CCNC(=O)C1CCN(S(=O)(=O)c2cccc3cccnc23)CC1 (configuration not stated)	-23%	2	4.7µM*	4%	-2	u
70	O=C(Oc1ccc(Cl)c2cccnc12)c1cccnc1	40µM*	31	u	9%	-3	u

Part of the list above in order of heavy-atom count, lowest first:
item	molecule	Sm TGR block	Shiga toxin inh	Pf growth 96h	Giardia FBPA inh	Cycloheximide cs	Pf growth 48h
70	O=C(Oc1ccc(Cl)c2cccnc12)c1cccnc1	40µM*	31	u	9%	-3	u
58	CC(C)[C@H](NC(=O)Nc1cccc(C(F)(F)F)c1)C(=O)O	7%	46	10%[5.75 µM]	5%	-2	1%
68	Cc1csc2ncc(C(=O)N3CCCc4ccccc43)c(=O)n12	5%	-3	3%	0%	-4	-2%
57	Nn1c(SCc2ccccc2)nc2c(cnn2-c2ccccc2)c1=O	x	76*	0%	-4%	23*	31%[activator]
65	Cc1ccc(C(=O)NC2CCS(=O)(=O)C2)cc1S(=O)(=O)N1CCOCC1 (configuration not stated)	1%	-3	x	3%	-2	0%
64	Cc1cc(SCC(=O)Nc2ccc(O)cc2)n2ncc(-c3ccccc3)c2n1	1%	17	-17%	1%	-1	-25%
61	CC(=O)Nc1ccccc1C(=O)C(=O)Nc1cccc(C(=O)NCC2CCCO2)c1 (configuration not stated)	-6%	-2	-5%	-2%	2	u
60	CCOC(=O)C1=NN(c2cccc(C)c2)C2(S1)SC(C(C)=O)=C(C)N2c1ccccc1 (configuration not stated)	8%	-5	u	-4%	-4	x
67	Cc1ccc(N(Cc2ccccc2)C(=O)c2ccc(F)c(S(=O)(=O)N3CCOCC3)c2)cc1	9%	x	u	x	x	u

High-throughput results as filed in PubChem BioAssay.
